Screening data (PubChem)
A549 viability = kills or reduces viability of A549 cells in Nrf2 counter-screen | A549 ARE-Fluc cells, CellTiter-Fluor viability, 18-24 h | Potency, µM (highest dose often 46 µM), for inactives: at the top dose activity change, negative = cytotoxicity, usual class: inhibitors | 0.16% of 390,000 active | AID 504648; also: % is scaled to controls: 0 for no effect and ±100 for the full control effect
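Cytotoxicity counterscreen: CellTiter-Fluor fluorescence was measured in A549 ARE_Fluc cells after 18-24 h of compound exposure in a concentration series. The subsequent BugLite luminescent read reports ARE-luciferase activity.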
TGFb inhibitor = TGF-b pathway inhibition; HepG2 CAGA-GFP TGF-b/SMAD3 reporter, GFP fluorescence, 18 h; TGF-beta stimulated, 500 pg/mL final; Potency, µM (top dose mostly 46.1 µM), for inactives: at the highest dose activity, negative = inhibition, most hits filed as inhibitors; 1.2% of 410,000 active; AID 588855; also: % is scaled to controls: 0 for no effect and ±100 for the full control effect; nearly all actives have a fitted effect of over 65% in size
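Inhibition was scored as loss of TGF-beta-induced (500 pg/mL final, 18 hours, 37 degrees C) GFP in HEPG2 cells carrying a CAGA-GFP reporter, in DMEM with 1% FBS. Well GFP was summed per cell; Activity was normalised to unstimulated and stimulated DMSO wells, then concentration-response fitting.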
MCF10A rerep = induces DNA re-replication in MCF 10a normal breast cells; Potency, µM (titrated, usually from 46.1 µM), for inactives: at the highest dose activity, positive = re-replication, hits mostly activators; 2.9% of 350,000 active; MCF 10A DNA re-replication, Hoechst nuclear intensity, 48 h; AID 624296; also: % of control where 0% means no effect; nearly all actives have a fitted effect of over 50% in size
Nrf2 activator = Nrf2 pathway activation. AREc32 ARE-luciferase reporter (MCF7-derived line), luminescence, 24 h. Potency, µM (titrated, usually from 46.1 µM), without a hit: top-dose activation, usual class: activators. 0.31% of 410,000 active. AID 624171; also: % of control where 0% means no effect; nearly all actives have a fitted effect of over 65% in size
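Steps: seed AREc32_Fluc cells (1000/well, 5% FBS OPTI-MEM); incubate overnight at 37 deg C; add 23 nL compound; incubate 24 hr; add Steady-Glo; hold 30 min RT; read luminescence.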
EPAC2 antag = EPAC2 (human) antagonism; AID 720708; 0.18% of 360,000 active; Potency, µM (highest dose often 114 µM), for the others: at the highest dose activity, negative = inhibition, most hits filed as inhibitors; Q8WZA2; EPAC2 GEF exchange of Rap1B-BODIPY-GDP, fluorescence; also: % is scaled to controls: 0 for no effect and ±100 for the full control effect; nearly all actives have a fitted effect of over 45% in size; many of its hits are not listed in these tables
Target sequence (Q8WZA2 whole entry, looked up): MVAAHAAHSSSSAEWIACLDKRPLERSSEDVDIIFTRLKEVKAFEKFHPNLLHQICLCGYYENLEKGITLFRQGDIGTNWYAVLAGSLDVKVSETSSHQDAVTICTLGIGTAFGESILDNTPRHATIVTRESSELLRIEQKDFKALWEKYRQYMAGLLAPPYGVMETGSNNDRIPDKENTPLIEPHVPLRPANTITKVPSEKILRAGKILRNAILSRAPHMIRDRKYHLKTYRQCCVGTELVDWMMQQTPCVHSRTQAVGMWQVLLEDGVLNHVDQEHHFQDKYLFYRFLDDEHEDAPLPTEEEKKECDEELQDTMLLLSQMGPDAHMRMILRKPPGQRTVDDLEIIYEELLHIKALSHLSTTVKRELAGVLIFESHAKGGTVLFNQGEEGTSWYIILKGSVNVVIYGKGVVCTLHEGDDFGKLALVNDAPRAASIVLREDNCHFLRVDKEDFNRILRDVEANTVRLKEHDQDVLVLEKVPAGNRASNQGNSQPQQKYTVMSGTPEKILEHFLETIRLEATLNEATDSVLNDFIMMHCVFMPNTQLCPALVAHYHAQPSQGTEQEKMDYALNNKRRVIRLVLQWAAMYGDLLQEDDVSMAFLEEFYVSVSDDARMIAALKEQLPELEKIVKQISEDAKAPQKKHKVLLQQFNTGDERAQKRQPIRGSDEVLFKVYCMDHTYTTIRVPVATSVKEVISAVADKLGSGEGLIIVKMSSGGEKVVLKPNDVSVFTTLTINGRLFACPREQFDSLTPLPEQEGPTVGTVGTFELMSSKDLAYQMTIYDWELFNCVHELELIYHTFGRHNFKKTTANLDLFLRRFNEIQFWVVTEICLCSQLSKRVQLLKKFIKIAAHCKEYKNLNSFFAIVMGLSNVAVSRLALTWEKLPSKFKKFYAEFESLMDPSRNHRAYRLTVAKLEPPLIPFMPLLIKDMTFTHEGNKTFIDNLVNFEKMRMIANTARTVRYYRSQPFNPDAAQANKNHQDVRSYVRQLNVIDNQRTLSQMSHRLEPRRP
HepG2 viability = counter-screen for TGF-b inhibitors: cytotoxicity in HepG2 cells. HepG2 CAGA-GFP viability, ATP luminescence, 18 h. Potency, µM (highest dose often 46.1 µM), without a hit: top-dose activity change, negative = cytotoxicity, hits mostly cytotoxic. 0.76% of 410,000 active; also: some results filed as inactive show a strong effect at the top dose
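CellTiter-Glo luminescence gave cytotoxicity after 18 hours at 37 degrees C. The cells were HepG2 CAGA-GFP in 1% FBS DMEM, stimulated with 500 pg/mL TGF-beta after compound addition. %Activity was normalised to no-cell wells (complete cell-killing) and DMSO (no toxicity), and curves were fitted and classified.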
ATXN2 expr inh = ATXN2 expression inhibition | 0.72% of 360,000 active | Potency, µM (titrated, usually from 57 µM), for inactives: at the highest dose activity change, negative = inhibition, most hits filed as inhibitors | HEK-293 ATXN2-luciferase reporter, luminescence, 24 h; also: % is scaled to controls: 0 for no effect and ±100 for the full control effect; nearly all actives have a fitted effect of over 55% in size
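qHTS (up to 57 uM final) was run with 24 h compound exposure of reporter cells at 37 °C. Each well was multiplexed: SteadyGlo luminescence measured ATXN2-luciferase expression after a fluorogenic Gly-Phe-AFC viability readout (25 uM final).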
S2 tox = reduces viability in counter-screen for ATXN expression inhibitors | Potency, µM (titrated, usually from 56.7 µM), most hits filed as cytotoxic | S2 cells (HEK-293 line with an ATXN2-luciferase reporter) viability, CellTiter-Fluor protease fluorescence, 24 h | 0.49% of 400,000 active; also: nearly all actives have a fitted effect of over 40% in size
Nrf2 inh = Nrf2 pathway inhibition; A549 ARE-Fluc reporter, luciferase luminescence, 18-24 h; Potency, µM (top dose mostly 46 µM), without a hit: top-dose activity change, negative = inhibition, hits mostly inhibitors; 2.1% of 360,000 active; also: % is scaled to controls: 0 for no effect and ±100 for the full control effect; nearly all actives have a fitted effect of over 60% in size
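Reporter: ARE-Fluc in A549. Exposure: 18-24 h, 37 °C, 5% CO2, 5% FBS OPTI-MEM. Readouts: fluorescent cytotoxicity (CellTiter-Fluor), then luminescent Nrf2 signal after BugLite.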
Active calls of the source: *; & = joins results of further samples; [ ] = remark or other dose. Calls follow the shape of the dose curve; as a rule, active = well fitted curve in the direction sought with a large enough effect; inconclusive = small, poorly fitted or top-dose-only effect, or another doubt; inactive = no such curve, though single readings can be large; an effect the other way counts as inactive or inconclusive. Potency is read from the fitted curve at half-maximal effect. This is a subset, so the mix of outcomes need not match the whole.

NC(=O)CSc1nnc(Cc2ccc3c(c2)OCO3)o1 was read as A549 viability 2.8%, TGFb inhibitor 0.2%, MCF10A rerep 6.5%, Nrf2 activator -0.4%, EPAC2 antag 17.9%, HepG2 viability -4.8%, ATXN2 expr inh -3.4%, S2 tox inactive and Nrf2 inh -1.1%.
CN(C(=O)CSc1nnc(-c2cccnc2)n1-c1ccccc1F)C1CCS(=O)(=O)C1 (centres undefined) was read as A549 viability 4.3%, TGFb inhibitor 5.6%, MCF10A rerep -2.2%, Nrf2 activator -0.6%, EPAC2 antag 5.6%, HepG2 viability -2.0%, ATXN2 expr inh -14.4%, S2 tox inactive and Nrf2 inh 1.9%.
CCN1C(=O)c2cccc3c(S(=O)(=O)N(C)C)ccc1c23 was read as TGFb inhibitor -5.1%, Nrf2 activator 15.7%, EPAC2 antag 7.8% and HepG2 viability -49.0%.
Cc1cccc(OCCCC(=O)Nc2ccc(S(N)(=O)=O)cc2)c1C was read as A549 viability -0.1%, TGFb inhibitor -18.0%, MCF10A rerep 1.4%, Nrf2 activator -0.3%, EPAC2 antag 15.9%, HepG2 viability 12.0%, ATXN2 expr inh 3.2%, S2 tox inactive and Nrf2 inh 6.6%.
Screening CCC(=O)N1c2ccccc2CC1C(=O)NCc1cccc(OC)c1OC (centres undefined) returned A549 viability -4.4%, TGFb inhibitor -0.7%, Nrf2 activator -0.1%, HepG2 viability -6.8%, ATXN2 expr inh -2.9% and S2 tox inactive.
For Clc1ccccc1-c1nnc(COc2ccccc2)o1 the results were A549 viability -2.3%, TGFb inhibitor 17.2%, Nrf2 activator 5.1%, HepG2 viability -2.5%, ATXN2 expr inh 75.1%[activator], S2 tox inactive and Nrf2 inh inconclusive.
Screening O=C(CCS(=O)(=O)c1cc(Br)cc2c1N(C(=O)C1CC1)CC2)N1CCN(c2ccccc2)CC1 returned A549 viability 3.4%, TGFb inhibitor 22.2%, Nrf2 activator -1.1%, HepG2 viability -33.2%, ATXN2 expr inh 6.1%, S2 tox inactive and Nrf2 inh 1.3%.
COc1ccc(N(CC(=O)N/N=C/c2ccc(OC)c(OC)c2)S(=O)(=O)c2ccccc2)cc1 was read as A549 viability -0.5%, TGFb inhibitor 0.0%, MCF10A rerep 6.6%, Nrf2 activator 3.0%, EPAC2 antag -4.7%, HepG2 viability -4.7%, ATXN2 expr inh 0.8%, S2 tox inactive and Nrf2 inh -6.3%.
Screening CC1CC(=O)c2cnc(NCc3ccco3)nc2C1 (centres undefined) returned A549 viability -2.7%, TGFb inhibitor 0.2%, MCF10A rerep 13.3%, Nrf2 activator 14.5%, EPAC2 antag 14.7%, HepG2 viability -2.6%, ATXN2 expr inh 6.0%, S2 tox inactive and Nrf2 inh 19.2%.
For CCOC(=O)c1ccc(-c2c(-c3ccc4c(c3)OCO4)noc2C)cc1F the results were A549 viability 2.9%, TGFb inhibitor -5.1%&6.7%, MCF10A rerep inconclusive, Nrf2 activator 0.6%, EPAC2 antag -6.0%, HepG2 viability -0.1%&-1.2%, ATXN2 expr inh -1.6%, S2 tox inactive and Nrf2 inh -3.7%.
O=C(CSc1ccc2nnc(CCNC(=O)c3ccccc3)n2n1)NC1CCCC1 was read as A549 viability -9.0%, TGFb inhibitor -9.6%, MCF10A rerep 0.5%, Nrf2 activator -0.2%, EPAC2 antag -0.5%, HepG2 viability -2.1%, ATXN2 expr inh 4.0%, S2 tox inactive and Nrf2 inh -0.8%.
`CCOC(=O)C1=C(COC(=O)COc2ccccc2C#N)NC(=O)NC1C` (centres undefined) gave A549 viability -19.9%, TGFb inhibitor -8.0%, MCF10A rerep -19.2%, Nrf2 activator -0.7%, EPAC2 antag 1.3%, HepG2 viability 4.4%, ATXN2 expr inh 3.7%, S2 tox inactive and Nrf2 inh 0.2%.
For COc1cccc(-c2nc3ccccc3s2)c1 the results were A549 viability 13.1%, TGFb inhibitor 6.0%, MCF10A rerep 1.8%, Nrf2 activator inconclusive, EPAC2 antag -3.4%, HepG2 viability -4.0%, ATXN2 expr inh 91.8%[activator] and S2 tox inactive.
For O=C(NCCc1c[nH]c2ccccc12)/C(=C/c1cccnc1)NC(=O)c1cccs1 the results were A549 viability 2.6%, TGFb inhibitor 3.4%, MCF10A rerep -0.5%, Nrf2 activator -0.1%, EPAC2 antag 7.5%, HepG2 viability -2.5%, ATXN2 expr inh -7.9%[11.3 µM], S2 tox inactive and Nrf2 inh 1.8%.
`COc1ccc(NC(=O)N2CCN(S(=O)(=O)c3ccc4c(ccn4C)c3)CC2)c(OC)c1` gave A549 viability -1.2%, TGFb inhibitor -25.0%, Nrf2 activator 1.2%, HepG2 viability 7.8%, ATXN2 expr inh -23.0% and S2 tox inactive.

The list goes on (3 carried over from the part before).
For COc1cccc(-c2nc3ccccc3s2)c1 the results were A549 viability 13.1%, TGFb inhibitor 6.0%, MCF10A rerep 1.8%, Nrf2 activator inconclusive, EPAC2 antag -3.4%, HepG2 viability -4.0%, ATXN2 expr inh 91.8%[activator] and S2 tox inactive.
For O=C(NCCc1c[nH]c2ccccc12)/C(=C/c1cccnc1)NC(=O)c1cccs1 the results were A549 viability 2.6%, TGFb inhibitor 3.4%, MCF10A rerep -0.5%, Nrf2 activator -0.1%, EPAC2 antag 7.5%, HepG2 viability -2.5%, ATXN2 expr inh -7.9%[11.3 µM], S2 tox inactive and Nrf2 inh 1.8%.
`COc1ccc(NC(=O)N2CCN(S(=O)(=O)c3ccc4c(ccn4C)c3)CC2)c(OC)c1` gave A549 viability -1.2%, TGFb inhibitor -25.0%, Nrf2 activator 1.2%, HepG2 viability 7.8%, ATXN2 expr inh -23.0% and S2 tox inactive.
`COc1ccccc1CCC(=O)Nc1cc(S(=O)(=O)N2CCOCC2)ccc1N1CCCC1` gave A549 viability 0.8%, TGFb inhibitor -3.3%, MCF10A rerep 16.6%, Nrf2 activator -0.4%, EPAC2 antag 0.4%, HepG2 viability 10.4%, ATXN2 expr inh -5.3%, S2 tox inactive and Nrf2 inh 2.3%.
For Cc1cc(=O)oc2cc(NC(=O)c3cccc(F)c3)ccc12 the results were A549 viability 0.0%, TGFb inhibitor -1.8%, MCF10A rerep 8.0%, Nrf2 activator 0.9%, EPAC2 antag -11.8%, HepG2 viability -0.3%, ATXN2 expr inh 30.5%, S2 tox inactive and Nrf2 inh 12.9%.
`COCCn1c(SCc2ccccc2F)nc2c([nH]c3ccccc32)c1=O` gave A549 viability -0.5%, TGFb inhibitor 3.2%, Nrf2 activator 0.8%, HepG2 viability -25.0%, ATXN2 expr inh -8.8% and S2 tox inactive.
CCOC(=O)c1c(C)[nH]c(C)c1C(=O)CSc1nnc(-c2ccco2)n1Cc1ccccc1 was read as A549 viability -14.5%, TGFb inhibitor 20.9%, MCF10A rerep 16.2%, Nrf2 activator -0.4%, EPAC2 antag 1.1%, HepG2 viability -3.9%, ATXN2 expr inh -9.4%, S2 tox inactive and Nrf2 inh -1.0%.
CCCCOC(=O)c1ccc(NC(=S)N2CCN(c3ncc4c(=O)c(C(=O)O)cn(CC)c4n3)CC2)cc1 was read as A549 viability -20.9%, TGFb inhibitor -4.4%, MCF10A rerep 3.7%, Nrf2 activator -0.6%, EPAC2 antag -2.3%, HepG2 viability -7.6%, ATXN2 expr inh -0.9%, S2 tox inactive and Nrf2 inh inconclusive.
Cc1nnc(SCC(=O)Nc2ccccc2)c2ccccc12 was read as A549 viability -3.7%, TGFb inhibitor -8.3%, MCF10A rerep 0.7%, Nrf2 activator 5.3%, EPAC2 antag -0.2%, HepG2 viability 8.8%, ATXN2 expr inh 50.5%[activator], S2 tox inactive and Nrf2 inh inconclusive.
For COc1ccc(CNC(=O)C2CCCN2S(=O)(=O)c2ccc(S(=O)(=O)N(C)C)cc2)cc1 (centres undefined) the results were A549 viability -1.8%, TGFb inhibitor 9.0%, MCF10A rerep 1.9%, Nrf2 activator 0.2%, EPAC2 antag 12.4%, HepG2 viability -3.7%, ATXN2 expr inh -3.2%, S2 tox inactive and Nrf2 inh 0.0%.
For Nc1n[nH]c2c1C1(CCCCC1)Cc1ccccc1-2 the results were A549 viability inconclusive, TGFb inhibitor -5.8%, MCF10A rerep 5.8%, Nrf2 activator -0.9%, EPAC2 antag 1.6%, HepG2 viability 3.5%, ATXN2 expr inh -1.3%, S2 tox inactive and Nrf2 inh inconclusive.
O=C(NCCCl)Nc1cccnc1Cl was read as A549 viability -3.6%, TGFb inhibitor -5.5%, MCF10A rerep 0.7%, Nrf2 activator -0.4%, EPAC2 antag 1.4%, HepG2 viability 13.7%, ATXN2 expr inh -6.7%, S2 tox inactive and Nrf2 inh 1.7%.
O=C(NCc1ccccc1)C1=C[C@@H](c2ccccc2)C[C@@H](OCCCCO)O1 was read as A549 viability -2.9%, TGFb inhibitor 3.4%, MCF10A rerep 16.4µM*, Nrf2 activator 4.2%, EPAC2 antag 3.9%, HepG2 viability 6.2%, ATXN2 expr inh 1.3%, S2 tox inactive and Nrf2 inh -2.0%.
Screening COc1ccc(CCN(C)C(=O)C2CCN(Cc3ccccc3)CC2)cc1OC returned A549 viability 1.1%, TGFb inhibitor -0.3%, MCF10A rerep 2.6%, Nrf2 activator -0.9%, EPAC2 antag 3.1%, HepG2 viability 5.7%, ATXN2 expr inh 4.9%[11.3 µM], S2 tox inconclusive and Nrf2 inh 2.7%.
`Cc1cccc(NCN2C(=O)c3ccncc3C2=O)n1` gave A549 viability -2.0%, TGFb inhibitor -5.5%, MCF10A rerep 1.6%, Nrf2 activator -0.1%, EPAC2 antag -2.2%, HepG2 viability -2.1%, ATXN2 expr inh 1.3%, S2 tox inactive and Nrf2 inh 10.5%.
`CS(=O)(=O)N1CCC(C(=O)Nc2ccc(F)cc2F)CC1` gave A549 viability 3.6%, TGFb inhibitor -4.8%, MCF10A rerep 0.3%, Nrf2 activator -1.7%, EPAC2 antag 9.1%, HepG2 viability -10.0%, ATXN2 expr inh -5.0%, S2 tox inconclusive and Nrf2 inh 10.1%.
